PKM2 activator: qHTS Assay for Activators of Human Muscle isoform 2 Pyruvate Kinase; Pyruvate kinase PKM (Homo sapiens), P14618; purified PKM2, Kinase-Glo ATP luminescence, activation; response scale: 0% is enzyme alone, no compound; Potency, µM (doses to about 57.5 µM), for inactives: at the top dose activation, hits mostly activators; 260,000 tested, 0.34% active; AID 1631, 2009; also: potency is read from the fitted curve at half-maximal effect; nearly all actives have a fitted effect of over 55% in size
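ATP formation by purified human PK-M2, quantified via coupled luciferase luminescence after 1 h at room temperature with 0.1 mM ADP and 0.5 mM PEP final.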
USP2a inh: qHTS Assay for Inhibitors of Ubiquitin-specific Protease USP2a Using CHOP2 as the Reporter; Potency, µM (titrated, usually from 38.3 µM), for inactives: top-dose activity change, negative = inhibition, actives largely listed as inhibitors; USP2 core, Ub-CHOP2 coupled fluorogenic reporter, 485/531; Ubiquitin carboxyl-terminal hydrolase 2 (Homo sapiens), O75604; AID 463254, 2010; 330,000 tested, 0.01% active;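 also: potency is read from the fitted curve at half-maximal effect; plate controls were DMSO wells for no effect and full inhibition by NEM control for full effect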
Target sequence (O75604 whole entry, looked up): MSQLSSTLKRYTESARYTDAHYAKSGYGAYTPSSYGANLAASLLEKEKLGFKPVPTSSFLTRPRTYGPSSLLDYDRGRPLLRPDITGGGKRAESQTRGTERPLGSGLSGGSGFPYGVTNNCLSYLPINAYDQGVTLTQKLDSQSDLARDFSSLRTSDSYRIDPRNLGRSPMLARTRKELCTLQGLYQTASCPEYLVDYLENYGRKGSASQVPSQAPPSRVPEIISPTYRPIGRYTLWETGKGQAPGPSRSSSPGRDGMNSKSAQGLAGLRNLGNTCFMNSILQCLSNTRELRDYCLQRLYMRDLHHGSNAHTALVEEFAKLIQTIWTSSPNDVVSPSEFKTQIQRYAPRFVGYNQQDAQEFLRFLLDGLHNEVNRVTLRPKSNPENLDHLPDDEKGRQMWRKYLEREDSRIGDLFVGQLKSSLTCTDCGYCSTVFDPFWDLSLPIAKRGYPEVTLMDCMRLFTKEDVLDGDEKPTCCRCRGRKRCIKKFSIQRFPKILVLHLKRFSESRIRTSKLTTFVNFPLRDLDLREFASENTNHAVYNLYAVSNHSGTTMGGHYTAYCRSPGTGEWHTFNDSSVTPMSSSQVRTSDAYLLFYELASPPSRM
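USP2 core (10nM final) preincubated 30min RT with compound in 20mM Tris-HCl pH 8.0, 2mM CaCl2, 2mM beta-mercaptoethanol, 0.05% CHAPS; 25nM Ub-CHOP2 plus 25nM reporter substrate added, fluorescence (Ex485/Em531) read after 60min.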
BCR signal inh: qHTS Assay to Find Inhibitors of Chronic Active B-Cell Receptor Signaling | Potency, µM (doses to about 46.1 µM), for inactives: top-dose ratio change, negative = lower green/red ratio, actives largely listed as inhibitors | ABC-DLBCL IkBa-CBG/CBR reporter, luminescence ratio, 4 h | 340,000 tested, 0.05% active; active = well fitted inhibition curve with a large enough effect in the signal ratio, with a control signal flat, not every such curve was filed as active; inconclusive = small, poorly fitted or top-dose-only effect, or effect the other way, or a change in a side signal; the % refers to the signal ratio;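 also: potency is read from the fitted curve at half-maximal effect; plate controls were basal doxycycline-induced cells for no effect and cells given 10 µM MG132 for full effect; MG132 reads +100%, hits lower the ratio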
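TMD8 ABC-DLBCL cells carrying doxycycline-inducible green luciferase fused to IkappaBalpha plus unfused red luciferase were exposed to compounds (up to 46 uM) for 4 hrs at 37C. Activity came from the overlap-corrected green/red luminescence ratio.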
Giardia killer: Small Molecules that selectively kill Giardia lamblia: qHTS; Giardia lamblia trophozoite viability; activity change, % at 7.66 µM, hits read low; AID 540267, 2011; 340,000 tested, 0.15% active; in the data active = activity change below about -80%; inconclusive = between about -30% and that limit;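 also: parasites exposed to compound for two days anaerobically before the ATP read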
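Trophozoites 100 cells/well + cpd; 48 hrs, 37 deg C, anaerobic. ATPLite 1-Step added, 15-30 min RT, luminescence read (ATP-based viability).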
hERG WT inh: qHTS for Inhibitors of KCHN2 3.1: Wildtype qHTS; Voltage-gated inwardly rectifying potassium channel KCNH2 (Homo sapiens), Q12809; U2OS, BacMam KCNH2, thallium flux FluxOr; active compounds read low; activity change, % at 1.84 µM; 340,000 tested, 0.37% active; AID 720551, 2013;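 active = maximum activity change below -70%; inconclusive = maximum activity change between -70% and -50%; inactive = maximum activity change above -50%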
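U2OS cells were transduced with wild-type KCNH2 virus (2.03 x 10^8 / mL) for 4 h at room temperature, then cultured overnight at 37 C. Thallium flux was read with FluxOr dye. Rate constants were normalized to DMSO controls.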
Coupling enz: qHTS Assay for Inhibitors of Fructose-1,6-bisphosphate Aldolase from Giardia Lamblia: Coupling assay counterscreen. activity change, negative = inhibition, % at 58.2 µM, hits read low. AID 2472, 2010. coupling enzyme system counterscreen, AmpLite Red fluorescence. 290,000 tested, 0.67% active; in the data active = activity change below about -30%
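Activity here indicates interference with the coupling reaction, not aldolase inhibition. Compounds at 57.5 uM final met coupling enzymes for 10 min at RT; substrate and AmpLite Red detection followed, with a 525/598 nm fluorescence read after 20 min.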
B2AR arrestin: qHTS assay of beta-arrestin-biased ligands of beta2-adrenergic receptor. Beta-2 adrenergic receptor (Homo sapiens), P07550. beta-arrestin recruitment to beta2AR, cell-based reporter. Potency, µM (titrated, usually from 46.1 µM), for inactives: top-dose activation, hits mostly activators. 330,000 tested, 0.02% active;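 also: potency is read from the fitted curve at half-maximal effect; 0% = DMSO controls and full agonism = EC100 isoproterenol or metaproterenol; nearly all actives have a fitted effect of over 65% in size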
GALK inh: qHTS Assay for Inhibitors of Human Galactokinase (GALK) | Purified GALK, Kinase-Glo residual ATP luminescence | P51570 | Potency, µM (top dose mostly 57.5 µM), for inactives: at the highest dose activity change, negative = inhibition, actives largely listed as inhibitors | AID 1868, 2009 | 270,000 tested, 0.007% active; also: potency is read from the fitted curve at half-maximal effect
Target sequence (P51570 whole entry, looked up): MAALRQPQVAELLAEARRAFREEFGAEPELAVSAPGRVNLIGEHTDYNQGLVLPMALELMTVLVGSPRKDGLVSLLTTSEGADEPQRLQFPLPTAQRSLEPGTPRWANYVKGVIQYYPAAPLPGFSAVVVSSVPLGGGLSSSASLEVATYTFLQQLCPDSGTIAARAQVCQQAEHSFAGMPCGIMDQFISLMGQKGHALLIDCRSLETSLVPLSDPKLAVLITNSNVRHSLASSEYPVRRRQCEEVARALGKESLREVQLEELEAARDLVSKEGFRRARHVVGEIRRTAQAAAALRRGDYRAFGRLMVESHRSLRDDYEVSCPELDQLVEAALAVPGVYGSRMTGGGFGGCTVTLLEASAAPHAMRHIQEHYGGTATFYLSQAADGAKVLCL
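GALK at 5 nM final was combined with compound, 35 uM ATP and 100 uM galactose in HEPES pH8.0 with MgCl2 and DTT. The reaction ran one hour at room temperature before luminescent ATP detection.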
uPA surface inh: qHTS for Inhibitors of Cell Surface uPA Generation. cell surface uPA generation assay, qHTS. Potency, µM (highest dose often 38.3 µM), for inactives: top-dose activity change, negative = inhibition, hits mostly inhibitors. 330,000 tested, 0.31% active; active = well fitted inhibition curve with a large enough effect; inconclusive = small, poorly fitted or top-dose-only effect; inactive = no such curve, though single readings can be large or run the other way; tested in mouse RAW 264.7 cells; also: potency is read from the fitted curve at half-maximal effect; nearly all actives have a fitted effect of over 55% in size
Eya2 phos inh: qHTS Assay for Inhibitors of the Phosphatase Activity of Eya2; Protein phosphatase EYA2 (Homo sapiens), O00167; recombinant Eya2, OMFP fluorescence dephosphorylation (OMFP is methylfluorescein phosphate); Potency, µM (titrated, usually from 76.9 µM), without a hit: at the top dose activity, negative = inhibition, hits mostly inhibitors; 330,000 tested, 0.006% active; also: potency is read from the fitted curve at half-maximal effect
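Eya2 protein (added as 0.2 uM solution) was preincubated with compound for 10 min at ambient temperature in 50 mM HEPES pH 7.5, 50 mM NaCl, 5 uM MgCl2, 0.05% BSA, 1 mM DTT. OMFP (added at 50 uM) then reacted 10 min; fluorescence read at 485/525 nm.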
KCNH2 3.1 inh: qHTS for Inhibitors of KCHN2 3.1: Mutant qHTS; Potassium voltage-gated channel subfamily H member 2, brain isoform KCNH2 3.1 (human); U2OS KCNH2 3.1, thallium flux FluxOr; active compounds read low; activity change, % (tested at about 1.8 µM); 340,000 tested, 0.95% active; AID 720553, 2013;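 active = maximum activity change below -70%; inconclusive = maximum activity change from -70% to -50%; inactive = maximum activity change above -50%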;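 also: thallium influx rate constant from kinetic fluorescence after stimulation buffer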
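FluxOr-based Tl+ influx in U2OS cells transduced with KCNH2 3.1 virus; rate constants normalized to DMSO controls.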
The depositor's hits bear a star; ? = inconclusive; . = no result given; [ ] = remark or other dose. Unless noted, calls follow the shape of the dose curve; as a rule, active = well fitted curve in the direction sought with a large enough effect; inconclusive = small, poorly fitted or top-dose-only effect, or another doubt; inactive = no such curve, though single readings can be large; an effect the other way counts as inactive or inconclusive. Unless noted, % is scaled to controls: 0 for no effect and ±100 for the full control effect. An unsorted share of the library; overall some 2.4% were active at least once.

Every second line gives: Eya2 phos inh	KCNH2 3.1 inh	Giardia killer	hERG WT inh	BCR signal inh	B2AR arrestin	PKM2 activator	Coupling enz	uPA surface inh	USP2a inh	GALK inh
- C/C(=N\OC(=O)Nc1ccc(Cl)cc1)c1ccc(F)c(F)c1
    8%	-20	-16	-3	-11%	0.2%	.	0	0%	-7%	3%
- O=c1[nH]c(SCc2ccc(F)cc2)nc2c1cnn2-c1ccc(F)cc1
    3%	-2	-12	-5	-1%	0.0%	-1%	2	1%	-1%	-2%
- O=c1ccnc(SCn2nnc3ccccc3c2=O)[nH]1
    6%	-2	9	-2	?	0.1%	6%	11	.	4%	-2%
- COc1ccc(CC(=O)Oc2ccccc2Cl)cc1S(=O)(=O)N1CCOCC1
    -21%	12	2	-4	5%	-0.4%	.	.	-12%	0%	.
- COc1ccc([N+](=O)[O-])cc1N(CC(=O)NC1CCCC1)S(C)(=O)=O
    -13%	-2	-20	-2	0%	-0.2%	1%	-1	-7%	1%	0%
- Nc1ccc(Cc2ccc(N)c(O)c2)cc1O
    -3%	6	3	-6	?	0.2%	1%	-15	-1%	0%	4%
- Cc1nc(NC(=O)c2ccccc2)sc1-c1csc(NCc2ccco2)n1
    -17%	-4	-1	6	?	0.3%	-26%	-3	-24%	0%	-2%
- O=C(CN1CCCC1)Nc1ccc(OC(F)(F)F)cc1
    12%	6	18	17	-3%	0.4%	-10%	1	3%	-4%	3%
- O=C(Nc1nnc(S(=O)(=O)N2CCCC2)s1)c1ccccc1Br
    0%	-7	7	8	3%	0.6%	-1%	-1	-10%	1%	.
- CCN1C(=O)[C@@H]2[C@@H](c3ccc(-c4ccc(Cl)c(Cl)c4)cc3)N3CCC[C@@]3(C(=O)OC)[C@@H]2C1=O
    0%	6	76[activator]	-2	-10%	0.1%	.	.	-2%	-10%	.
- Cc1nc(-c2cccc(NC(=O)c3cccc(S(=O)(=O)N4CCCC4)c3)c2)cs1
    0%	8	-17	-5	-8%	-1.0%	.	.	-1%	-1%	.
- CCc1ccc(NC(=O)C(C)OC(=O)/C=C/c2ccc(O)c(OC)c2)cc1 (configuration not stated)
    3%	9	3	-6	21µM*	-0.5%	.	.	-8%	-1%	.
- CC(C)N(C(=S)Nc1cccc(C(F)(F)F)c1)C(C)c1ccccn1 (configuration not stated)
    3%	-2	6	-1	?	-0.1%	-2%	2	-4%	-1%	-2%
- CCOC(=O)C1=C(C)NC(=O)NC1c1cc(C)sc1C (configuration not stated)
    -2%	-7	6	-7	-7%	0.0%	7%	2	1%	0%	-4%
- CC1CCCCN1CCCNC(=O)c1ccc2nc(N3CCCCC3)sc2c1 (configuration not stated)
    -2%	6	22	16	?	0.0%	2%	1	-29%	-4%	.
- CCn1cc(CN2CCN(C)C(CCO)C2)c2ccccc21 (configuration not stated)
    16%	-28	8	-15	?	0.2%	-1%	-1	-2%	7%	0%
- COc1ccc2[nH]c(=O)c(CN(Cc3cccs3)C(=S)Nc3cccc(C)c3)cc2c1
    -11%	-22	-4	-1	2%	0.0%	-8%	-2	3%	-1%	-1%
- COc1ccc(CCNC(=O)c2cc3c(cc2Cl)N2CCCCCC2=NS3(=O)=O)cc1
    3%	7	-6	6	?	-0.5%	.	.	-4%	0%	.
- CCOc1ccc(C2c3[nH]c4ccccc4c3CCN2Cc2cccn2-c2ncccn2)cc1 (configuration not stated)
    -5%	-73*	-13	-74*	0%	-1.0%	-1%	-4	2%	2%	4%
- O=C(O)c1ccc(Cl)c(S(=O)(=O)Nc2ccccc2Cc2ccccc2)c1
    2%	-11	3	-3	-10%	-0.3%	6%	17	10%	-2%	7%
- CCc1ccccc1NC(=O)CN1CCN(C(=O)CNC(=O)c2ccccc2F)CC1
    13%	15	7	6	5%	0.2%	.	.	22%	0%	.
- CN(C)NC(=S)NC(=O)C12CC3CC(CC(C3)C1)C2
    -4%	20	6	5	?	14%	7%	-2	5%	4%	-4%
- O=C(Nc1cccc(Cl)c1)Nc1cnccn1
    -7%	3	3	6	8%	-0.8%	0%	1	-6%	2%	-3%
- NC(=O)N/N=C\c1cc(Br)ccc1O
    -2%	12	-13	6	6%	-0.9%	0%	-3	11%	6%	-2%
- CN1CCN(CCc2nc3cc(NC(=O)COc4ccc(Cl)cc4)ccc3n2C)CC1
    5%	-30	6	24	6%	-0.2%	.	.	-8%	1%	-6%
- COc1cccc(N2C(=O)C(Cc3c[nH]c4ccccc34)NC2=S)c1 (configuration not stated)
    2%	-2	-18	-2	?	2.3%	-15%	0	3%	1%	2%
- CN(C)S(=O)(=O)c1ccc(C(=O)Oc2ccccc2)cc1
    12%	9	2	-24	4%	0.0%	-4%	2	-2%	-1%	-2%
- COc1ccc(NC(=O)Cn2nc(C(=O)O)c3ccccc3c2=O)cc1OC
    -1%	-3	35[activator]	1	1%	-0.2%	.	1	-3%	1%	3%
- O=C1CCN(S(=O)(=O)c2ccccc2)CCN1CCOCc1cccc(F)c1
    -12%	16	5	-1	1%	0.2%	?	2	-10%	1%	1%
- CCc1c(C)sc(NC(=O)c2ccco2)c1C(=O)N1CCCCC1
    2%	-3	-13	-5	?	-0.1%	2%	1	.	1%	-1%

Brought forward from above: 6 entries, followed by the next part.
Every second line gives: Eya2 phos inh	KCNH2 3.1 inh	Giardia killer	hERG WT inh	BCR signal inh	B2AR arrestin	PKM2 activator	Coupling enz	uPA surface inh	USP2a inh	GALK inh
- CN1CCN(CCc2nc3cc(NC(=O)COc4ccc(Cl)cc4)ccc3n2C)CC1
    5%	-30	6	24	6%	-0.2%	.	.	-8%	1%	-6%
- COc1cccc(N2C(=O)C(Cc3c[nH]c4ccccc34)NC2=S)c1 (configuration not stated)
    2%	-2	-18	-2	?	2.3%	-15%	0	3%	1%	2%
- CN(C)S(=O)(=O)c1ccc(C(=O)Oc2ccccc2)cc1
    12%	9	2	-24	4%	0.0%	-4%	2	-2%	-1%	-2%
- COc1ccc(NC(=O)Cn2nc(C(=O)O)c3ccccc3c2=O)cc1OC
    -1%	-3	35[activator]	1	1%	-0.2%	.	1	-3%	1%	3%
- O=C1CCN(S(=O)(=O)c2ccccc2)CCN1CCOCc1cccc(F)c1
    -12%	16	5	-1	1%	0.2%	?	2	-10%	1%	1%
- CCc1c(C)sc(NC(=O)c2ccco2)c1C(=O)N1CCCCC1
    2%	-3	-13	-5	?	-0.1%	2%	1	.	1%	-1%
- CN(C)c1ccc(CNC(=O)CN(C)S(=O)(=O)c2ccc3c(c2)c(=O)n(C)c(=O)n3C)cc1
    4%	6	2	-8	-2%	-1.0%	.	.	-7%	2%	-1%
- C=C(C)Cn1c(C2CC(=O)N(Cc3ccccc3)C2)nc2ccccc21 (configuration not stated)
    3%	-5	-6	-9	6%	-0.7%	1%	4	0%	0%	1%
- Cc1ccc(-c2nnn(CC(=O)NCC3COCCO3)n2)o1 (configuration not stated)
    -8%	-1	4	-7	0%	3.6%	0%	0	0%	1%	2%
- Cc1cccc(C(=O)NC(=S)N2CCN(c3ccc([N+](=O)[O-])cc3)CC2)c1
    -5%	-35	14	0	-2%	-2.8%	0%	2	2%	-6%	2%
- Nc1nc(SCc2ccc(F)cc2)ns1
    11%	-2	-3	-2	?	-0.3%	2%	-1	4%	5%	2%
- CCCn1cc(S(=O)(=O)CC(=O)N2CCc3ccccc32)c2ccccc21
    -23%	-11	-1	2	2%	-0.2%	0%	-11	1%	0%	0%
- O=C(c1ccccc1)c1ccc(CN2C(=O)c3ccccc3C2=O)o1
    -1%	-4	-3	3	?	-1.0%	5%	4	8%	1%	-2%

High-throughput results (PubChem)
